Anesthetic bind: qHTS Assay for Identification of Novel General Anesthetics. Ferritin light chain (Equus caballus), P02791. apoferritin/1-aminoanthracene competitive binding, fluorescence. Potency, µM (doses to about 77.5 µM), for inactives: top-dose activity change, negative = displacement, most hits filed as inhibitors. hit rate 0.074% among 350,000. AID 485281, 2010; also: % is scaled to controls: 0 for no effect and ±100 for the full control effect; nearly all actives have a fitted effect of over 20% in size
Target sequence (P02791 2-175 limits assumed): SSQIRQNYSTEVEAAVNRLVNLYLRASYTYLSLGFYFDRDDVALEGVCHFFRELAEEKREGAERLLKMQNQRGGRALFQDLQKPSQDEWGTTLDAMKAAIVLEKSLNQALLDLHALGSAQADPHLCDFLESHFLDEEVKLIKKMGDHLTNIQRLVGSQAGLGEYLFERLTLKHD
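Apoferritin-based anesthetic binding model; compound displacement of fluorescent 1-AMA measured as endpoint fluorescence after 10 minutes at room temperature, scaled to free-ligand and complex controls.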
POLH inh: qHTS for Inhibitors of Polymerase Eta. recombinant Pol eta, fluorescent DNA replication assay. Potency, µM (doses to about 114 µM), for inactives: top-dose activity change, negative = inhibition, actives largely listed as inhibitors. DNA polymerase eta (Homo sapiens), Q9Y253. AID 588591, 2011. hit rate 1.2% among 390,000; also: % is scaled to controls: 0 for no effect and ±100 for the full control effect
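Fluorescent replication assay: 50 nM final substrate added after a 15 min room-temperature compound preincubation with 10 nM enzyme. Signal taken at 0 min and again at 10 min.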
Pol iota inh: qHTS for Inhibitors of Polymerase Iota. hit rate 1% among 390,000. Pol iota fluorescent replication assay, 10 min. AID 588590, 2011. DNA polymerase iota (Homo sapiens), Q9UNA4. Potency, µM (highest dose often 115 µM), without a hit: at the highest dose activity, negative = inhibition, most hits filed as inhibitors
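Fluorescent replication assay read twice, at 0 min and 10 min after adding 50 nM (final) substrate. Enzyme (10 nM) and compounds were first incubated 15 min at room temperature; enzyme-free buffer wells were negative controls.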
Pol beta inh: qHTS Assay for Inhibitors of DNA Polymerase Beta; P06746; Pol beta primer extension/strand displacement, fluorescence kinetic; Potency, µM (series often up to 114 µM), for inactives: at the highest dose activity change, negative = inhibition, hits mostly inhibitors; hit rate 1.3% among 340,000; AID 485314, 2010; also: % is scaled to controls: 0 for no effect and ±100 for the full control effect
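Pol beta (10 nM) was preincubated with compound for 15 min at room temperature. The reaction was then started with 50 nM substrate and read immediately and after a further 10 min at room temperature.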
BAZ2B inh: qHTS Assay for Inhibitors of BAZ2B; Bromodomain adjacent to zinc finger domain protein 2B (Homo sapiens), Q9UIF8; AlphaScreen BAZ2B-H3K14Ac peptide displacement; Potency, µM (top dose mostly 114 µM), for the others: top-dose activity change, negative = inhibition, hits mostly inhibitors; hit rate 4.4% among 360,000; also: % is scaled to controls: 0 for no effect and ±100 for the full control effect; nearly all actives have a fitted effect of over 60% in size
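Protein-peptide AlphaScreen: BAZ2B 50 nM, b-H3K14Ac 50 nM, 1x PBS pH 7.4 + 0.01% Tween-20. Preincubation 30 min RT; cpd 30 min RT (top 110 uM); beads 20 min RT, light-protected.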
Pol kappa inh: qHTS for Inhibitors of Polymerase Kappa. Potency, µM (highest dose often 107 µM), for inactives: at the top dose activity, negative = inhibition, most hits filed as inhibitors. AID 588579, 2011. purified Pol kappa, fluorescent DNA synthesis assay, 10 min. DNA polymerase kappa (Homo sapiens), Q9UBT6. hit rate 0.53% among 400,000; also: % is scaled to controls: 0 for no effect and ±100 for the full control effect
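10 nM Pol kappa preincubated 15 min at room temperature with compounds, then reaction started with substrate at 50 nM final. Fluorescence read kinetically at 0 and 10 min; buffer-only wells served as negative control.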
BLM helicase inh: qHTS Assay for Inhibitors of Bloom's syndrome helicase (BLM) | hit rate 0.2% among 350,000 | AID 2528, 2010 | Potency, µM (titrated, usually from 56.1 µM), for the others: top-dose activity change, negative = inhibition, hits mostly inhibitors | recombinant BLM DNA unwinding, fluorescence dequenching;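 also: plate controls were vehicle for no effect and no enzyme for full effect; nearly all actives have a fitted effect of over 35% in size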
G9a inh: qHTS Assay for Inhibitors of Histone Lysine Methyltransferase G9a | Histone-lysine N-methyltransferase EHMT2 (Homo sapiens), Q96KQ7 | G9a H3K9 monomethylation, AlphaScreen, 2 h | Potency, µM (series often up to 102 µM), inactives show at the top dose activity, negative = inhibition, hits mostly inhibitors | hit rate 8.8% among 350,000; also: % is scaled to controls: 0 for no effect and ±100 for the full control effect; nearly all actives have a fitted effect of over 75% in size
Target sequence (Q96KQ7 913-1193 limits assumed): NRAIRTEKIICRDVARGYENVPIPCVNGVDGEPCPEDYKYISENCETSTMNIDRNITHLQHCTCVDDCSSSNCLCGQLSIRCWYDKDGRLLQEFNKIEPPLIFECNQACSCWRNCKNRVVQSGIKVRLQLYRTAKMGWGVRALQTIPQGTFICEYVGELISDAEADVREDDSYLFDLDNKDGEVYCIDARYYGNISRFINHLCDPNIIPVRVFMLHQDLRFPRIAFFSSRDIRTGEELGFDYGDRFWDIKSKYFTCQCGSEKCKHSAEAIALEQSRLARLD
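Quantitative HTS format: methyltransferase activity on a biotin-tagged H3K9 peptide is measured by AlphaScreen, using a rabbit anti-monomethyl-H3K9 antibody with streptavidin donor and anti-IgG acceptor beads. Final levels are 20 nM enzyme, 500 nM peptide, 20 uM SAM; 2 h RT.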
APEX1 inh: qHTS Assay for Inhibitors of the Human Apurinic/apyrimidinic Endonuclease 1 (APE1); Potency, µM (doses to about 65.8 µM), inactives show top-dose activity change, negative = inhibition, hits mostly inhibitors; hit rate 0.35% among 350,000; DNA repair nuclease/redox regulator APEX1 (Homo sapiens), P27695; recombinant APE1, TAMRA/BHQ-2 abasic DNA cleavage fluorescence;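 also: plate controls were vehicle for no effect and reference inhibitor for full effect; nearly all actives have a fitted effect of over 55% in size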
Target sequence (P27695 whole entry, looked up): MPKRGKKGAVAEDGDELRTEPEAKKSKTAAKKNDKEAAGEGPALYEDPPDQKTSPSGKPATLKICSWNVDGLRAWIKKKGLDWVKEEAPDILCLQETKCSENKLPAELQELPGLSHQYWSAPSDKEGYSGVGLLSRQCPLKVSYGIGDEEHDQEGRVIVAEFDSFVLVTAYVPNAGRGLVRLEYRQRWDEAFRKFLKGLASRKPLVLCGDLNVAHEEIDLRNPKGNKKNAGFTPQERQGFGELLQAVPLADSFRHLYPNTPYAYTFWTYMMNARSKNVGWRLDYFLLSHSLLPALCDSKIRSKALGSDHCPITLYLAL
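Measures dequenching upon AP-site incision of a 5'-TAMRA/3'-BHQ-2 THF-containing duplex, 50 nM; human APE1 0.75 nM after 15 min room-temperature exposure to compound; kinetic three-point read at one-minute spacing.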
* hit, by the source's call; ? = inconclusive; / = no result given; & = joins results of further samples; [ ] = remark or other dose. Calls follow the shape of the dose curve; as a rule, active = well fitted curve in the direction sought with a large enough effect; inconclusive = small, poorly fitted or top-dose-only effect, or another doubt; inactive = no such curve, though single readings can be large; an effect the other way counts as inactive or inconclusive. Potency is read from the fitted curve at half-maximal effect.

SMILES	Anesthetic bind	POLH inh	Pol iota inh	Pol beta inh	BAZ2B inh	Pol kappa inh	BLM helicase inh	G9a inh	APEX1 inh
N#C/C(=C/c1ccc(O)c(O)c1)C(=O)NCc1ccc(Cl)cc1	-17%	?	?	27%	35µM*	-20%	-13%	11µM*	-8%
CC(=O)Nc1nc(C)c(Oc2cccc(C(F)(F)F)c2)c(=O)[nH]1	6%	-11%	41%[activator]	-18%	2%	-7%	-5%	/	2%
CC(=O)c1ccccc1OC(=O)CCN1C(=O)C2C3C=CC(C4CC34)C2C1=O (stereo not drawn)	-9%	3%	-16%	15%	-1%	-2%[60.1 µM]	0%	/	21%
NC(=O)c1ccsc1NC(=O)COC(=O)/C=C/c1ccc([N+](=O)[O-])cc1	-1%	-9%	?	?	-7%	?	-14%	/	9%
O=C(CSc1nc(=O)n2ccccc2n1)N1N=C(c2cccs2)CC1c1ccc(F)cc1 (stereo not drawn)	/	-15%	20%	/	3%	-6%	/	14%[0.501 µM]	-10%
CCN(C(=O)c1cc2c(=O)oc3ccccc3c2s1)c1ccccc1F	-8%	-19%	-8%	-19%	4%	-10%[60.1 µM]	0%	1%[59 µM]	/
Cc1cccc2sc(N(CCN(C)C)C(=O)C3CCN(S(=O)(=O)c4cccs4)CC3)nc12	/	-24%	-18%	/	50µM*	1%	/	32µM*	5%
CCOC(=O)CC(=O)Nc1ncnc2c1C(c1ccccc1)c1c(ccc3ccccc13)O2 (stereo not drawn)	/	-23%	-6%	/	/	-4%	/	/	-4%
CCN(CC)S(=O)(=O)c1ccc(C(=O)NCCSc2c(-c3ccc(C)cc3)[nH]c3ccccc23)cc1	-6%	-16%	-7%	0%	-6%	-1%	-9%	-8%[59 µM]	/
CCNC(=O)N1C(=O)C2(OCCO2)c2ccccc21	-5%	-20%	19%	6%	-2%	-4%	3%	-33%	1%
CCOc1ccc(C2N(c3cc(C)on3)C(=O)C3CCCN32)cc1OC (stereo not drawn)	-14%	-12%	46%[activator]	32%	-12%	-11%	2%	?	-6%
CC1(C)Cc2c(cnn2-c2ccc(F)cc2)C(NC(=O)CCN2CCCC2=O)C1 (stereo not drawn)	-3%	-19%	37%[activator]	8%	1%	6%	-1%	6%	9%
Cc1cc(Cl)cc(Cl)c1OCCN1CCCC1	-5%	-1%	-6%	2%	-9%	-4%	-6%	50µM*	-5%
C=CC[n+]1c(-c2ccccc2)csc1NC(C)(C)C	-2%	-6%	-8%	0%	50µM*	-4%	-11%	?	0%
C=CCn1c2ccccc2c2nnc(SCC(=O)NC(C(=O)OC)C(C)C)nc21 (stereo not drawn)	-3%	-2%	18%	2%	-29%	9%	-11%	?	22%

Compounds from the list above that have a thiophene ring, fused or not (four):
SMILES	Anesthetic bind	POLH inh	Pol iota inh	Pol beta inh	BAZ2B inh	Pol kappa inh	BLM helicase inh	G9a inh	APEX1 inh
NC(=O)c1ccsc1NC(=O)COC(=O)/C=C/c1ccc([N+](=O)[O-])cc1	-1%	-9%	?	?	-7%	?	-14%	/	9%
O=C(CSc1nc(=O)n2ccccc2n1)N1N=C(c2cccs2)CC1c1ccc(F)cc1 (stereo not drawn)	/	-15%	20%	/	3%	-6%	/	14%[0.501 µM]	-10%
CCN(C(=O)c1cc2c(=O)oc3ccccc3c2s1)c1ccccc1F	-8%	-19%	-8%	-19%	4%	-10%[60.1 µM]	0%	1%[59 µM]	/
Cc1cccc2sc(N(CCN(C)C)C(=O)C3CCN(S(=O)(=O)c4cccs4)CC3)nc12	/	-24%	-18%	/	50µM*	1%	/	32µM*	5%

Next part
SMILES	Anesthetic bind	POLH inh	Pol iota inh	Pol beta inh	BAZ2B inh	Pol kappa inh	BLM helicase inh	G9a inh	APEX1 inh
Cc1ccc(S(=O)(=O)NCCN2CCN(S(=O)(=O)c3ccccc3Cl)CC2)cc1	/	-13%	-7%	/	2%	-7%	/	-11%[12.7 µM]	-11%
CCN(CC)c1ccc(NC(=O)CCS(=O)(=O)c2ccc(Br)cc2)c(C)c1	-6%	14µM*	40µM*	7.1µM*	11µM*	?	-7%	10µM*	21%
O=C(COc1ccccc1)N=C1SC2CS(=O)(=O)CC2N1c1ccccc1F (stereo not drawn)	2%	7%	20%	-1%	-15%	-8%	-3%	10%	-6%
Cc1ccc(CNC(=O)c2ccc(Cn3nc(C)c(Cl)c3C)o2)cc1	?	?	?	50µM*	50µM*	-17%	-8%	?	-6%
O=C1NC(Nc2nc3ccccc3s2)(C(F)(F)F)C(=O)N1C1CCCCC1 (stereo not drawn)	?	-9%	?	2%	-8%	-10%	-15%	?	4%
Cc1ccc(C)c(NC(=O)Cn2c(=O)n(Cc3nc(C)no3)c(=O)c3cc4c(cc32)OCO4)c1	-12%	-9%	19%	18%	-12%	9%	-1%	-4%[59 µM]	/
COc1ccc2c(c1)CC/C(=C/c1cc(OC)c(OC)c(OC)c1)C2=O	-18%	-19%	23%	12%	-35%	5%	-9%	-32%[59 µM]	-2%
O=C(Nc1ccc(Oc2ccc(Br)cc2)cc1)C1=CC=CN2CCS(=O)(=O)N=C12	/	-4%	8%	/	-16%	-4%	/	-4%[59 µM]	9%
COc1ccccc1CN1CCCCCC1	-2%	-4%	62%[activator]	-1%	?	-3%	4%	40µM*	12%
N#Cc1cccc(NC(=O)N2CC[C@@]3(CCCNC3)C2)c1	/	/	/	/	/	4%[60.1 µM]	4%	-14%[12.7 µM]	19%
COC1CCCN(Cc2cn(C)nc2-c2ccc(Oc3ccccc3)cc2)C1 (stereo not drawn)	-11%	-4%	20%	-1%	-8%	-11%	-2%	2%	-5%
Cc1cc(C)nc(Nc2ccc(Cl)cc2C)n1	-15%	-19%	9%	9%	8%	-12%	0%	/	6%
COc1ccccc1C1NC(=O)NC(C)=C1C(=O)OCc1ccccc1 (stereo not drawn)	-18%	1%	71%[activator]	21%	4%	-19%	-3%	2%[0.501 µM]	17%
COc1ccc2cc(C(=O)N3CCCC(Nc4ccc(F)cc4)C3)n(C)c2c1 (stereo not drawn)	?	-16%	-6%	0%	?	-15%	-6%	-49%	-2%
Cc1nn2c(=O)cc(COC(=O)c3ccc(NC(=O)c4ccc(C(C)(C)C)cc4)cc3)nc2s1	1%	-5%	10%	3%	-7%	-7%[60.1 µM]	-12%	-5%[59 µM]	/
CSCC[C@H](N)C(=O)NC[C@H]1CC[C@H](C(=O)N[C@@H](Cc2ccccc2)C(=O)O)CC1	2%	5%	?	8%	-7%	-1%[60.1 µM]	-2%	14%	-6%
COc1ccc(NC(=O)Cn2nc(-c3ccncc3)ccc2=O)cc1Cl	3%	-19%	22%	3%	4%	-3%[60.1 µM]	-1%	1%[59 µM]	/
CN(C)/C=C1\N=C(c2ccc3c(c2)OCO3)OC1=O	0%	?	0%	-1%	6%	-6%	-11%	-7%[59 µM]	-10%
Cc1ccc(NC(=O)CC2SC(=NC3CCCCC3)NC2=O)cc1 (stereo not drawn)	-24%	-14%	-3%	5%	-2%	-3%	-12%	89µM*	-1%
O=c1[nH][nH]c(C(F)(F)F)c1C=Nc1ccc(Cl)cc1	?	-14%	3%	24%	-7%	-24%	-4%	-24%[12.7 µM]	-1%
N#Cc1cccc(CN2CCC(=O)N([C@H](CO)Cc3ccccc3)CC2)c1	-4%	-12%	?	3%	-6%	-18%&-33%	1%	/	10%
C[C@H]1CN=C(N(C)C)N1CCC1CCCCC1	/	-9%	18%	/	6%	-1%	/	7%[2.33 µM]	33%
CCN(c1ccccc1)S(=O)(=O)c1nnc(NC(=O)COc2ccccc2F)s1	-13%	-3%	-3%	24%	?	-4%	-4%	?	/
O=C(O)CCCCCN=C1CCc2ccccc2N1	-10%	-8%	0%	33%	-7%	-1%	-3%	-4%[59 µM]	-2%
COc1ccc(C(=O)C2CCCN(C(=O)c3ccnn3C)C2)c(C)c1 (stereo not drawn)	-3%	-3%	19%	19%	-10%	-8%	-4%	-2%[12.7 µM]	6%
Cc1ccc(C2/C(=C(\O)c3ccc4c(c3)OCCO4)C(=O)C(=O)N2CCCN(C)C)o1 (stereo not drawn)	-14%	/	/	8%	-33%	/	7%	45µM*	-2%
O=C1c2ccccc2C(=O)N1CCc1nc(-c2ccccn2)no1	-18%	-3%	-6%	20%	-3%	-7%	0%	-2%[59 µM]	5%
C[C@H]1C=C(C(=O)N2CCN(Cc3ccc4c(c3)OCO4)CC2)O[C@@H](OCc2ccc(CO)cc2)C1	-7%	-10%	4%	-2%	-19%	-17%	0%	8%[12.7 µM]	-6%
Cc1cc(-c2ccccc2)nc(N/N=C/c2ccccc2)n1	-6%	-8%	-21%	26%	-3%	-2%	-6%	-7%	31%
CC1CCc2c(sc3ncnc(SCC(=O)Nc4ccc(C(=O)O)cc4)c23)C1 (stereo not drawn)	5%	-19%	72%[activator]	26%	-22%	0%	-5%	9%	12%
COc1ccccc1N1CCN(C(=O)CCC(=O)Nc2nnc(C(C)C)s2)CC1	-8%	-14%	23%	2%	-8%	-21%	-1%	/	-2%
COc1cccc(-c2ccc3c(N)c(C(=O)c4ccc(Br)cc4)sc3n2)c1	-14%	-2%	?	12%	5%	-4%	-14%	34%[59 µM]	/
N#Cc1c(NC(=O)Cn2cnc3ccccc3c2=O)oc(-c2ccccc2)c1-c1ccccc1	-18%	-14%	7%	0%	-35%	-1%	-1%	?	-9%
CC(=O)c1c(N(C)C)ccnc1C(F)(F)F	-9%	11%	16%	6%	1%	10%	-2%	22%[59 µM]	-5%
Cc1nn(C(C)(C)C)c(N)c1-c1ccccc1	8%	-16%	20%	20%	-3%	-6%	1%	16%[59 µM]	6%

High-throughput results deposited in PubChem BioAssay by National Center for Advancing Translational Sciences (NCATS).

The list is partial; rates above refer to the full screens.
